# uPA generation: qHTS for Inhibitors of Cell Surface uPA Generation; cell surface uPA generation assay, qHTS; Potency, µM (highest dose often 38.3 µM), for inactives: at the highest dose activity change, negative = inhibition, hits mostly inhibitors; 330,000 compounds, 0.31% hits; AID 540303, 2011; active means well fitted inhibition curve with a large enough effect; inconclusive means small, poorly fitted or top-dose-only effect; inactive means no such curve, though single readings can be large or run the other way; tested in mouse RAW 264.7 cells; further: potency means the concentration at half of the fitted maximal effect; on the % scale 0 is the no-effect control and ±100 the full control effect; nearly all actives have a fitted effect of over 55% in size
# KCNH2 3.1 inh: qHTS for Inhibitors of KCHN2 3.1: Mutant qHTS. Potassium voltage-gated channel subfamily H member 2, brain isoform KCNH2 3.1 (human). U2OS KCNH2 3.1, thallium flux FluxOr; hits give low values. activity change, % (tested at about 1.8 µM). 340,000 compounds, 0.95% hits. AID 720553, 2013;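 active means maximum activity change below -70%; inconclusive means maximum activity change from -70% to -50%; inactive means maximum activity change above -50%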;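 further: thallium influx rate constant from kinetic fluorescence after stimulation buffer; on the % scale 0 is the no-effect control and ±100 the full control effect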
#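 Measured as rate of thallium-driven FluxOr signal in transduced U2OS cells carrying the 3.1 channel, read kinetically for 2 min upon stimulation; values are rate constants scaled to DMSO control wells.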
# Rab9 prom act: qHTS Assay for Rab9 Promoter Activators; 320,000 compounds, 2.8% hits; Huh7 Rab9 promoter-luciferase reporter, luminescence, 24 h; Potency, µM (titrated, usually from 9.22 µM), for the others: top-dose activation, negative = inhibition, hits mostly activators; AID 485297, 2010; further: potency means the concentration at half of the fitted maximal effect; % of control where 0% means no effect; nearly all actives have a fitted effect of over 60% in size
#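 Luminescence read-out: Huh7 cells stably expressing Rab9-luciferase, treated 24 h with compound at 37 °C, then lysed with luciferase reagent for 10 min at ambient before reading.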
# FBPA coupling cs: qHTS Assay for Inhibitors of Fructose-1,6-bisphosphate Aldolase from Giardia Lamblia: Coupling assay counterscreen; activity change, negative = inhibition, % at 58.2 µM, hits read low; 290,000 compounds, 0.67% hits; coupling enzyme system counterscreen, AmpLite Red fluorescence; in the data active means activity change below about -30%; further: on the % scale 0 is the no-effect control and ±100 the full control effect
#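 Compounds tested against the coupling enzymes alone at 57.5 uM final; readout was AmpLite Red fluorescence (525/598 nm) after 20 min at RT.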
# NPC1 prom act: qHTS Assay for NPC1 Promoter Activators | 320,000 compounds, 2.4% hits | Potency, µM (highest dose often 9.22 µM), inactives show at the top dose activation, hits mostly activators | Huh7 NPC1 promoter luciferase reporter, 24 h;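 further: potency means the concentration at half of the fitted maximal effect; % of control where 0% means no effect; nearly all actives have a fitted effect of over 60% in size; reporter is driven by a mutant NPC1 promoter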
#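 Quantitative HTS used a cell-based reporter: Huh7 cells stably bearing the NPC1 promoter upstream of luciferase were treated with compounds for 24 h, and promoter activation was read as luminescence.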
# ELG1 genotox: qHTS screen for small molecules that induce genotoxicity in human embryonic kidney (HEK293T) cells expressing luciferase-tagged ELG1; Potency, µM (titrated, usually from 46 µM), for the others: top-dose activity change, positive = activation, usual class: activators; 330,000 compounds, 1.3% hits; HEK293T ELG1-luciferase reporter, luminescence, 16 h; AID 504466, 2011; further: potency means the concentration at half of the fitted maximal effect; % of control where 0% means no effect; nearly all actives have a fitted effect of over 60% in size
#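 HEK293T cells expressing luciferase-tagged ELG1 were exposed to compound or DMSO vehicle for 16 hr at 37 °C and 5% CO2. Luciferase activity was then measured with ONE-Glo after 30 min at room temperature.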
# RORgamma inh: qHTS for inhibitors of ROR gamma transcriptional activity | Drosophila S2 Gal4-RORgamma UAS-luciferase reporter, 20 h | AID 2551, 2010 | Nuclear receptor ROR-gamma (Mus musculus), P51450 | 310,000 compounds, 5.4% hits | Potency, µM (titrated, usually from 53.6 µM), for the others: at the top dose activity change, negative = inhibition, actives largely listed as inhibitors; further: potency means the concentration at half of the fitted maximal effect; on the % scale 0 is the no-effect control and ±100 the full control effect; nearly all actives have a fitted effect of over 60% in size
# Target sequence (P51450 whole entry, looked up, the tested form may be a part): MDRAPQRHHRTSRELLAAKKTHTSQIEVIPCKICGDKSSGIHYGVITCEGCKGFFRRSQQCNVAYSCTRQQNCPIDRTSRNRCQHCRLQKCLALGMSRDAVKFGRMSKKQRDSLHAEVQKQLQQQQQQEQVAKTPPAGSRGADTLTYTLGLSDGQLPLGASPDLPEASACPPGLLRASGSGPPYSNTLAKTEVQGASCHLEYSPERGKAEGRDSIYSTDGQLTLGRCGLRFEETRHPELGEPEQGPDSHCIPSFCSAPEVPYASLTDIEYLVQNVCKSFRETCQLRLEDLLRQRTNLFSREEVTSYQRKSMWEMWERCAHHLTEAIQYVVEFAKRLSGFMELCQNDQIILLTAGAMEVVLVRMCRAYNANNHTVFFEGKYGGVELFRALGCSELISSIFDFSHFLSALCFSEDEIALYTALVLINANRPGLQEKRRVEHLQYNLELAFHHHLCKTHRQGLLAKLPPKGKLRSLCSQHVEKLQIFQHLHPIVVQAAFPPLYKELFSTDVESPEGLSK
#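 Read-out: Photinus luciferase luminescence; inhibitors lower reporter signal. Insect Schneider cells with Gal4-ROR gamma fusion under metallothionein promoter, UAS reporter; 700 uM final copper sulfate induction, 20 hr, ambient temperature.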
# Gal4-VP16 FLuc: VP16 counterscreen qHTS for inhibitors of ROR gamma transcriptional activity | Drosophila S2 Gal4-VP16 UAS-luciferase, luminescence, 20 h | Potency, µM (titrated, usually from 53.6 µM), inactives show at the top dose activity, negative = inhibition, usual class: inhibitors | 310,000 compounds, 3.5% hits | AID 2546, 2010;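 further: Gal4-VP16 expression switched on by copper sulfate through the metallothionein promoter; potency means the concentration at half of the fitted maximal effect; on the % scale 0 is the no-effect control and ±100 the full control effect; nearly all actives have a fitted effect of over 50% in size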
# Tb PFK block: qHTS Assay to Find Inhibitors of T. brucei phosphofructokinase; T. brucei PFK, ADP-Glo luminescence; Potency, µM (series often up to 57.5 µM), inactives show top-dose activity, negative = inhibition, usual class: inhibitors; 330,000 compounds, 0.17% hits; AID 485367, 2010;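 further: potency means the concentration at half of the fitted maximal effect; 0% = uninhibited 1x PFK enzyme wells and -100% = no-enzyme wells; nearly all actives have a fitted effect of over 60% in size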
#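 Compounds were pin-transferred as a titration series up to 57 uM into substrate buffer (0.5 mM F6P, 0.1 mM ATP, pH 8.0), then 1.25 nM PFK was added and reactions ran 45 min before ADP-Glo detection.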
# FLuc modulator: qHTS profiling assay for firefly luciferase inhibitor/activator using purifed enzyme and Km concentrations of substrates (counterscreen for miR-21 project); 360,000 compounds, 6.9% hits; purified FLuc, Km substrates, luminescence inhibition; Potency, µM (doses to about 57.5 µM), for inactives: top-dose activity change, negative = inhibition, hits mostly inhibitors;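 further: potency means the concentration at half of the fitted maximal effect; plate controls were vehicle for no effect and reference inhibitor for full effect; nearly all actives have a fitted effect of over 55% in size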
# Target sequence (P08659 whole entry, looked up): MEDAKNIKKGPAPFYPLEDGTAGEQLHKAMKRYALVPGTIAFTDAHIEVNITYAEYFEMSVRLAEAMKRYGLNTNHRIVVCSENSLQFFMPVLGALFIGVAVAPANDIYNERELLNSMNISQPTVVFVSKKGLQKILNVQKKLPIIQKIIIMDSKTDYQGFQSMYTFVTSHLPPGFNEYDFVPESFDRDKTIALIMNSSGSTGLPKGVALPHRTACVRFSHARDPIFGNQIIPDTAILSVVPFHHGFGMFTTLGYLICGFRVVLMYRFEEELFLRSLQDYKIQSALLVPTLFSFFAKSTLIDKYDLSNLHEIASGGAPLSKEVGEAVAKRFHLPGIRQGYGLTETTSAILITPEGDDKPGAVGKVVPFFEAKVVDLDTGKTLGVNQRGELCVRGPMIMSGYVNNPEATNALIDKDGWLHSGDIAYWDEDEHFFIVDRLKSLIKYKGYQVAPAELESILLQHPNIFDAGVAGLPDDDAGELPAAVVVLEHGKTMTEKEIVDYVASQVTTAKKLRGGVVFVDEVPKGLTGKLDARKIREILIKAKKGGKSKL
#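 Biochemical qHTS of compounds, final roughly 60 µM downward over six points, against 10 nM purified firefly luciferase using Km concentrations of substrates (10 uM D-luciferin, 10 uM ATP) in Tris acetate pH 7.5 buffer; luminescence output.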
# Giardia kill: Small Molecules that selectively kill Giardia lamblia: qHTS; Giardia lamblia trophozoite viability; activity change, % at 7.66 µM, hits read low; 340,000 compounds, 0.15% hits; AID 540267, 2011; in the data active means activity change below about -80%; inconclusive means between about -30% and that limit;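 further: parasites exposed to compound for two days anaerobically before the ATP read; on the % scale 0 is the no-effect control and ±100 the full control effect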
#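 Giardia trophozoites, 100 cells per well, were exposed to compounds for 48 hrs at 37 deg C under anaerobic conditions; viability was then read as ATP content by bioluminescence after 15-30 min at room temperature.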
# * marks the source's active call; other numbers are inactive results; ? = inconclusive; nt = not tested or not shown; [ ] = remark or other dose. Unless noted, the call rests on the fitted dose curve; in most records, active means well fitted curve in the direction sought with a large enough effect; inconclusive means small, poorly fitted or top-dose-only effect, or another doubt; inactive means no such curve, though single readings can be large; an effect the other way counts as inactive or inconclusive.
molecule	FBPA coupling cs	FLuc modulator	Rab9 prom act	NPC1 prom act	Tb PFK block	Giardia kill	uPA generation	KCNH2 3.1 inh	Gal4-VP16 FLuc	RORgamma inh	ELG1 genotox
COc1ccc2[nH]c(=O)c(CN(CCO)C(=O)c3cccs3)cc2c1	4	4%	3%	-1%	2%	-6	nt	-8	-5%	0%	1%
COc1c(CC=C(C)C)cc(C2CC(=O)c3c(O)cc(O)cc3O2)cc1CC=C(C)C (stereo not given)	-6	-19%	6%	0%	-1%	-8	7.9µM*	-7	?	-37%	-10%
COC(=O)c1ccc(NC(=O)CCc2nnc3ccc(N4CCC5(CC4)OCCO5)nn23)cc1	2	1%	-3%	-2%	2%	-25	0%	12	-8%	1%	1%
COc1ccc(C(=O)N(C)Cc2cnn(Cc3ccccc3)c2)cc1S(=O)(=O)N1CCOCC1	nt	1%	-26%	-27%	-10%	-3	2µM*	-38	nt	nt	-1%
COC(=O)c1cccc(N(C(=O)CNC(=O)c2ccco2)C(C(=O)NC2CCCC2)c2ccco2)c1 (stereo not given)	-2	3%	13%	-5%	-7%	30[activator]	6%	0	-1%	-12%	2%
CN1CCCN(C(=O)CC(c2ccccc2)c2ccccc2)CC1	-1	-1%	-9%	-1%	0%	-21	-4%	-24	1%	0%	-2%
COc1ccc(CCC(=O)Nc2ccc(C(=O)c3ccncc3)cc2)cc1	1	0%	-9%	-3%	2%	6	1%	-10	1%	7%	5%
Cc1ccc(Cl)cc1N(CC(=O)NC1CCCCC1)S(C)(=O)=O	0	3%	7%	4%	1%	2	9%	-4	-2%	7%	-13%
Cc1ccc(NC(=O)CCC(=O)NNC(=O)COc2ccc([N+](=O)[O-])cc2)cc1C	nt	3%	-4%	2%	0%	-4	-5%	-6	0%	-33%	17%
CCN(CC)S(=O)(=O)c1ccc(N2CCOCC2)c(NC(=O)COc2ccc(OC)cc2)c1	nt	?	-5%	-8%	0%	-9	-4%	-32	nt	nt	-3%

# Following part
molecule	FBPA coupling cs	FLuc modulator	Rab9 prom act	NPC1 prom act	Tb PFK block	Giardia kill	uPA generation	KCNH2 3.1 inh	Gal4-VP16 FLuc	RORgamma inh	ELG1 genotox
CN1/C(=C\C(=O)c2cncc(Br)c2)C(C)(C)c2ccccc21	-13	-14%	-14%	-7%	-7%	19	-7%	-9	11µM*	-76%	-10%
CCOC(=O)c1sc(=NC(=O)c2cccc(C)c2)n(C)c1C	1	?	2µM*	?	-4%	-9	6%	-9	-6%	-1%	?
CCOc1ccc2ccccc2c1CNc1nnnn1CC	-2	-1%	-4%	-2%	0%	-23	-2%	12	-1%	26%	2%
CC(C)(C)n1nnnc1C(c1ccncc1)N1CCN(c2ccc(O)cc2)CC1 (stereo not given)	-19	6%	1%	0%	-16%	-6	-8%	-2	-6%	-17%	-2%
CCN(CC(=O)Nc1cc(Cl)ccc1C)C(=O)CCOc1ccccc1C	nt	4%	0%	-1%	-3%	-2	2%	-13	13%	12%	-14%
CCOC(=O)c1nn(-c2ccccc2)c(=O)c2c(N)scc12	-45*	0%	3%	-12%	-2%	-16	-2%	6	4%	6%	-2%
CN(CC(=O)Nc1ccccc1C(F)(F)F)C(=O)COc1ccccc1Cc1ccccc1	nt	2%	-1%	-1%	3%	12	3%	2	nt	nt	-1%
COc1ccc2sc(N(CCN(C)C)C(=O)c3ccc4ccccc4c3)nc2c1	-3	3%	3%	2%	5%	7	-1%	18	?	-14%	0%
C=CCOc1cccc(C2C(C(=O)c3cc4ccccc4o3)=C(O)C(=O)N2c2cc(C)on2)c1 (stereo not given)	11	-1%	-6%	-3%	-2%	-9	-5%	9	-6%	3%	0%
O=C(c1ccc(F)cc1)N1CCCC(C(=O)N2CCc3ccccc3C2)C1 (stereo not given)	3	-1%	-1%	2%	-3%	?	0%	-19	2%	3%	-1%

# Additional structures:
molecule	FBPA coupling cs	FLuc modulator	Rab9 prom act	NPC1 prom act	Tb PFK block	Giardia kill	uPA generation	KCNH2 3.1 inh	Gal4-VP16 FLuc	RORgamma inh	ELG1 genotox
Cc1csc(SCC(=O)Nc2ccc3[nH]c(=O)[nH]c3c2)n1	nt	nt	nt	nt	-16%	8	0%	5	nt	nt	-1%
COc1ccc2c(c1OC)C(=O)OC2CC(=O)O (stereo not given)	-1	1%	3%	2%	3%	18	-1%	22	-5%	-2%	1%
O=C(/C=C/c1ccc(Cl)cc1Cl)N1CCN(c2ccccc2[N+](=O)[O-])CC1	-11	-7%	-15%	1%	-4%	-20	-8%	-95*	-1%	?	-2%
COC(=O)C(C)Sc1nnc(Cc2cc(=O)[nH]c(=O)[nH]2)n1-c1cccc(OC)c1 (stereo not given)	4	1%	-3%	-3%	0%	6	13%	0	-2%	-12%	0%
Cc1ccc(/C=N/NC(=O)c2nnn(-c3nonc3N)c2CN(C)c2ccccc2)s1	-20	6%	2%	1%	-11%	-4	-4%	13	?	18µM*	2%
COc1ccc(CNC(=S)NCc2ccc(F)cc2)cc1	nt	-1%	2%	-6%	-8%	-15	14%	1	?	11µM*	2%
CC(=O)n1cc(N(C(=O)CCl)c2ccccc2)c2ccccc21	2	1%	-55%[inhibitor]	-38%[inhibitor]	-2%	24	-16%	-1	?	?	-19%
CC(C)CNC(=O)NC1(C(F)(F)F)Oc2ccccc2O1	2	5%	-14%	-19%	-2%	11	-9%	2	-9%	-34%	6%
CC(C)CC(NC(N)=O)C(=O)NCc1ccc(Cl)cc1 (stereo not given)	2	-5%	4%	0%	0%	4	-2%	21	3%	-9%	0%
CCOC(=O)Cc1[nH]nc2c1C(c1ccoc1)C(C#N)=C(N)O2 (stereo not given)	-8	0%	0%	6%	-8%	2	1%	10	-9%	-42%	4%

# (listing goes on)
molecule	FBPA coupling cs	FLuc modulator	Rab9 prom act	NPC1 prom act	Tb PFK block	Giardia kill	uPA generation	KCNH2 3.1 inh	Gal4-VP16 FLuc	RORgamma inh	ELG1 genotox
COCCCN(C(=O)C(C)Oc1ccc(Br)cc1)c1c(N)n(Cc2ccccc2)c(=O)[nH]c1=O (stereo not given)	nt	5%	-6%	0%	1%	3	2%	13	nt	nt	-2%
Cc1ccc(CN2CCC(n3nccc3NC(=O)c3ccc4c(c3)OCO4)CC2)o1	1	-2%	5%	1%	-1%	-10	1%	7	-1%	-11%	-2%
CN(C)c1ccc(/C=N\S(=O)(=O)c2ccccc2)cc1	1	1%	1%	-2%	0%	-6	3%	2	26%	1%	-2%
CCCn1nc(C(=O)OCC(=O)Nc2ccc(C)cc2)c2ccccc2c1=O	nt	nt	nt	nt	-4%	0	2%	-3	nt	nt	3%
CCc1ccc(C2CC(=O)Nc3c2c(=O)nc2c(C)cccn32)cc1 (stereo not given)	5	?	-4%	0%	1%	-1	0%	-4	-2%	11%	0%
CCN(C(=O)COC(=O)Cc1cccc2ccccc12)C1CCS(=O)(=O)C1 (stereo not given)	nt	-2%	1%	-1%	-12%	15	-2%	28	nt	nt	3%
Nc1cc(S(=O)(=O)O)cc([N+](=O)[O-])c1O	-1	-16%	2%	-5%	-3%	3	-1%	3	-19%	-18%	1%
CC(C)OC(=O)CSc1nc2c(cc1C#N)CCCCC2	1	-2%	?	?	0%	3	?	-12	0%	16%	12%
Cc1cc(C(=O)NCCC(C)C)c2ccccc2n1	0	3%	-3%	0%	-4%	-10	0%	-17	-12%	-22%	0%
CCOC(=O)c1nnn(-c2nonc2N)c1C	0	0%	2%	7%	-2%	-10	-7%	-1	4%	28%	-7%

# One compound at a time, from the list above. Screens in order: FBPA coupling cs | FLuc modulator | Rab9 prom act | NPC1 prom act | Tb PFK block | Giardia kill | uPA generation | KCNH2 3.1 inh | Gal4-VP16 FLuc | RORgamma inh | ELG1 genotox
# Cc1cc(C(=O)NCCC(C)C)c2ccccc2n1 reads 0 | 3% | -3% | 0% | -4% | -10 | 0% | -17 | -12% | -22% | 0%
# CC(C)OC(=O)CSc1nc2c(cc1C#N)CCCCC2 reads 1 | -2% | ? | ? | 0% | 3 | ? | -12 | 0% | 16% | 12%
# Nc1cc(S(=O)(=O)O)cc([N+](=O)[O-])c1O reads -1 | -16% | 2% | -5% | -3% | 3 | -1% | 3 | -19% | -18% | 1%
# CCCn1nc(C(=O)OCC(=O)Nc2ccc(C)cc2)c2ccccc2c1=O reads nt | nt | nt | nt | -4% | 0 | 2% | -3 | nt | nt | 3%

# Rows are unselected, and some 14% of all compounds hit somewhere here.
